# AddAB inh = growth inhibition of E. coli expressing H. pylori AddAB, primary screen, AddAB inhibitor project, absorbance | AID 435030, 2010 | inhibition, % at 11.9 µM | actives 0.29% (n = 330,000); in the data active = inhibition above about 12%;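 also: 0% = vehicle wells of infected cells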
# Tat transport = E. coli Tat export inhibitors, primary screen, MC4100, TorA-mCherry reporter, fluorescence, single point. inhibition, % at 10 µM. actives 0.036% (n = 340,000);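 active = mean replicate inhibition at least 50% and at least half of replicates individually reaching 50%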;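 also: exported cargo escapes ClpAP degradation while cytoplasmic cargo is degraded and loses fluorescence; 0% = median of neutral control wells and 100% = median of NaSCN control wells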
# PfHsp90 yeast 2 = growth inhibition of PfHsp90-expressing yeast, primary screen, antimalarial PfHsp90 inhibitor project, S. cerevisiae, BacTiter-Glo luminescence, single point, set 2; actives 0.32% (n = 310,000); BacTiter-Glo ATP, 48 h; yeast lacking PDR1 and PDR3 efflux regulators; inhibition, % at 9.4 µM;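 active = every replicate shows inhibition above about 80%, whatever the replicate mean, limit read from the data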;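 also: 0% = DMSO neutral controls and 100% = 20 µM radicicol positive controls; yeast relying on Plasmodium falciparum Hsp90 in place of its own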
# PvdQ inh = P. aeruginosa PvdQ acylase inhibitors, primary screen, biochemical, fluorescence, plate reader and imaging, single point. PvdQ acylase [Pseudomonas aeruginosa LESB58]. inhibition, % at 10 µM. AID 488965, 2010. actives 0.063% (n = 340,000). purified PvdQ acylase; in the data active = inhibition above about 30%, passing the limit was not always enough;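 also: 0% = vehicle neutral wells and 100% = reference inhibitor wells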
# Ecoli viability = E. coli V3065 growth inhibition, primary screen, counter-screen for AddAB inhibitor project, absorbance, OD600; 18 h; inhibition, % at 11.9 µM; actives 0.27% (n = 330,000); AID 449728, 2010;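 active = inhibition above the campaign's mean inhibition across all tested compounds plus 3 SD, cut at about 9.9% in these data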;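 also: uninfected addAB+ strain grown without phage in ampicillin broth; 0% = DMSO wells and 100% = ciprofloxacin 0.95 µg/ml wells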
# phage Ecoli inh = growth loss of phage-infected E. coli, primary screen, RecBCD inhibitor project, absorbance, with phage, HTS. inhibition, % at 11.9 µM. actives 0.26% (n = 360,000). AID 651602, 2012; in the data active = inhibition above about 11%
# Rtt109 HAT inh = inhibitors of C. albicans Rtt109/Vps75 HAT, primary screen, biochemical, ThioGlo CoA-SH fluorescence, plate reader; Histone acetyltransferase RTT109 (Candida albicans (strain SC5314 / ATCC MYA-2876)), …; purified Rtt109/Vps75, 4 h; inhibition, % at 34.9 µM; actives 0.16% (n = 330,000);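 active = inhibition of at least 50% in every replicate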
# Target sequence (Q5AAJ8 whole entry, looked up): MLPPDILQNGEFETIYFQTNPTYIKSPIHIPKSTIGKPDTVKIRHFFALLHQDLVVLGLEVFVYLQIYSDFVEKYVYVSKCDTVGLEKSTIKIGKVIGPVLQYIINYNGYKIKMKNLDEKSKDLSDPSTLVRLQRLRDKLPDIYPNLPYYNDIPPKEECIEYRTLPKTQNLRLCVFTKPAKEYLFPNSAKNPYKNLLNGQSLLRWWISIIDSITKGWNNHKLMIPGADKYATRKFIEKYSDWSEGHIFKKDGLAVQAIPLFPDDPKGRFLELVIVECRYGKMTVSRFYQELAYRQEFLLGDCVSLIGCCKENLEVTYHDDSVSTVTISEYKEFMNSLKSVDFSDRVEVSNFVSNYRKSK
# Wnt bcat act = Wnt/beta-catenin pathway activators, primary screen, cell-based, plate reader, single point; Wnt/beta-catenin reporter cell assay, activator; activation, % at 9.35 µM; actives 1.2% (n = 300,000); in the data active = activation above about 30%, passing the limit was not always enough;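 also: 0% = neutral control wells and 100% = positive control wells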
# CAL PDZ FP = CAL PDZ peptide-binding inhibitors, primary screen, biochemical, fluorescence polarization, Cer-tagged CAL PDZ, HTS; purified CAL PDZ, TMR-peptide fluorescence polarization, 1 h; inhibition, % at 20 µM; actives 0.02% (n = 330,000);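 active = highest replicate inhibition of at least 40%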;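 also: plate controls were DMSO neutral control wells for no effect and unlabeled competitor peptide control wells for full effect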
#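 Read-out basis: mP drop reported as inhibition | Assay system: Tagged CAL PDZ protein CerCALP, purified | Benchmarks: Unlabelled peptide for full inhibition, DMSO wells as neutral | Schedule: 1 h incubation at room temperature before polarization reading | Buffer or medium: Sodium phosphate/NaCl buffer pH 7.4 with TCEP, IgG, Thesit | Doses: Single point, 20 µM | Measured by: Fluorescence polarization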
# DAGLB inhibitor = DAGLB lipase inhibitors, primary screen, biochemical, fluorescence, HTS; Diacylglycerol lipase-beta (Homo sapiens), Q8NCG7; HEK293T DAGLB membrane lysate, EnzChek fluorogenic substrate; inhibition, % at 5.17 µM; actives 0.059% (n = 340,000); AID 504411, 2011; in the data active = inhibition above about 34%;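 also: 0% = enzyme with vehicle and 100% = wells lacking enzyme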
# Target sequence (Q8NCG7 whole entry, looked up): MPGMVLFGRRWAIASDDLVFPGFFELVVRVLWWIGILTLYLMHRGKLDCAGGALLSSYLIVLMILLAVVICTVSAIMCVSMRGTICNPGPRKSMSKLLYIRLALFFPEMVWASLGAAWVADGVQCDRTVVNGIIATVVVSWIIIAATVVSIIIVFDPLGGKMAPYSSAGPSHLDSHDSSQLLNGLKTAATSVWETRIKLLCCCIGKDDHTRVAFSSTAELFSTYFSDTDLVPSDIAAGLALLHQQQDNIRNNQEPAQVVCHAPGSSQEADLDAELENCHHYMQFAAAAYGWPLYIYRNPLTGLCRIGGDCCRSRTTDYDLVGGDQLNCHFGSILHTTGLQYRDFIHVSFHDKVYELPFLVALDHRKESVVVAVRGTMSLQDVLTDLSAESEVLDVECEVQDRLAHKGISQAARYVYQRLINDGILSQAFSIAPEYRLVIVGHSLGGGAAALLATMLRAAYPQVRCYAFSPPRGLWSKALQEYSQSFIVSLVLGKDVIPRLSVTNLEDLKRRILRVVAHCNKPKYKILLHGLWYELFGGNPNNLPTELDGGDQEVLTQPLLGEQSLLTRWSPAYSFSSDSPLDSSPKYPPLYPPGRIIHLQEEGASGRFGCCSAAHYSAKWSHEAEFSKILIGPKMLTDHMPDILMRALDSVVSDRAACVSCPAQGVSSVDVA
# * = called active by the depositor; . = not tested or not shown; & = joins results of further samples.
(1) Cc1cc(NC(=O)CSc2nc3c(c(=O)n(C)c(=O)n3C)n2C(C)C)no1
(2) COc1ccc2c(c1OC)C(=O)OC2N1C(=O)CC[C@H]1C(=O)NCC1CCCO1 (stereo not given in full)
(3) Cn1nccc1C(=O)N1CCN(C23CC4CC(CC(C4)C2)C3)CC1
(4) COc1ccccc1N1CCN(C(=O)c2ccc3c(=O)n(Cc4ccco4)c(=S)[nH]c3c2)CC1
(5) Cc1c(C)c(C)c2[nH]c(=S)[nH]c2c1C
(6) CN(C)S(=O)(=O)c1ccc(C(=O)NCCN2C(=O)S/C(=C\c3cccnc3)C2=O)cc1

entry no.	1	2	3	4	5	6
AddAB inh	-1.6	3.0	2.1	4.1	1.5	3.4
Tat transport	-0.7	-6.1	-11.3	5.2	-12.0	-0.8
PfHsp90 yeast 2	7.1	10.9	7.3	27.5	-3.3	-34.8
PvdQ inh	0.7	-5.7	-8.0	-9.5	-9.0	-11.1
Ecoli viability	-2.2	-0.2	1.5	1.3	1.1	0.3
phage Ecoli inh	-3.1	2.5	2.5	1.3	1.5	2.9
Rtt109 HAT inh	-0.9	-0.9	2.2	5.7	-3.3	-0.3
Wnt bcat act	-0.6	-1.6	1.3	-4.4	-3.4	5.0
CAL PDZ FP	-0.3	0.0	-2.4	0.0	-1.7	-2.0
DAGLB inhibitor	0.7	1.2	-1.2	3.1	.	2.1

(7) C=CCNc1oc(-c2ccc(OC)cc2)nc1C#N
(8) Cc1ccc(CSC2=Nc3sccc3C3=NC(=O)CN23)cc1
(9) COCCN1CCN(Cc2nc(C3(c4ccc(C)cc4)CCCC3)no2)CC1
(10) CCN(CC)CCCN(C(=O)c1ccc(F)cc1)c1nc(-c2ccc(OC)cc2)cs1
(11) O=C(O)CCCC(=O)Nc1nncs1
(12) Cc1ccc(S(=O)(=O)N2CCOCC2)cc1NC(=O)CSc1ccc(Cl)cc1

entry no.	7	8	9	10	11	12
AddAB inh	2.5	-0.2	-0.9	4.8	3.6	0.7
Tat transport	-1.8	-1.8	-5.9	-3.9	-8.3	1.8
PfHsp90 yeast 2	-21.7	-26.1	-7.7	21.2	-9.3	-8.7
PvdQ inh	-4.8	3.3	-8.3	-14.8	0.6	-20.3
Ecoli viability	0.4	-1.1	-0.4	-1.6	-0.6	-1.8
phage Ecoli inh	4.2	2.8	1.5	0.3	3.6	1.2
Rtt109 HAT inh	2.7	11.7	-0.3	8.6	2.8	3.5
Wnt bcat act	.	-14.7	-0.3	-2.8	-0.1	1.1
CAL PDZ FP	.	-2.3	0.2	-0.8	-0.2	-0.3
DAGLB inhibitor	-2.2	0.6	1.9	0.6	0.5	1.6

(13) COC(=O)CNC(=O)c1ccccc1[N+](=O)[O-]
(14) Cc1cccc(C(=O)OCC(=O)NCC2CCCO2)c1O (stereo not given)
(15) O=C(CSc1ccccc1)NCCCN1CCOCC1
(16) COc1cccc(C2=NN(C(C)=O)C(c3cccs3)C2)c1 (stereo not given)
(17) COc1ccc(S(=O)(=O)N(C)C)cc1NC(=O)C1CCN(c2ncnc3sc(C)c(C)c23)CC1
(18) Cc1ccc(N2CC(C(=O)Nc3nccs3)CC2=O)cc1 (stereo not given)

entry no.	13	14	15	16	17	18
AddAB inh	1.1	-1.3	-2.2	-0.7	.	1.6
Tat transport	-2.7	-0.2	3.0	10.2	0.9	2.0
PfHsp90 yeast 2	3.3	19.0	8.8	8.8	-16.8	-8.9
PvdQ inh	-8.0	13.1	9.4	-15.2	-10.4	0.1
Ecoli viability	1.1	-0.9	2.5	-0.3	.	-0.7
phage Ecoli inh	2.0	0.8	1.9	2.1	-0.5	1.7
Rtt109 HAT inh	-1.1	-1.5	9.5	-7.1	-0.2	4.8
Wnt bcat act	-1.1	-4.1	.	10.9	-6.5	-1.9
CAL PDZ FP	-2.3	-0.8	-0.7	-0.4	-2.3	.
DAGLB inhibitor	1.6	-5.6	-2.1	-5.2	-0.2	-0.4

# Some values from above:
# cpd 3 in AddAB inh shows 2.1
# cpd 18 in Tat transport shows 2.0

# (list continues)
(19) CC(=O)N1CCc2cc(S(=O)(=O)CCC(=O)NCCc3ccc(C)cc3)ccc21
(20) COc1ccc(NS(=O)(=O)NC(=O)c2cn(C)c3ccccc23)cc1
(21) CC(C)Cn1c(-c2nn(C)cc2Cl)n[nH]c1=S
(22) Cn1ncc2c(NCCO)nc(Cl)nc21
(23) CCOC(=O)C1CCCN(C(=O)COC(=O)C2=COCCO2)C1 (stereo not given)
(24) O=C(Nc1ccccc1)OCC1CCCN2CCCCC12 (stereo not given)

entry no.	19	20	21	22	23	24
AddAB inh	-0.3	0.9	3.0	.	-1.8	-0.5
Tat transport	-2.6	-5.1	4.3	-4.2	9.2	-2.0
PfHsp90 yeast 2	-14.4	-15.5	-2.6	-1.1	7.4	10.4
PvdQ inh	-7.1	-12.0	-7.8	-16.6	-7.5	-11.0
Ecoli viability	2.1	1.6	0.5	.	0.7	-3.4
phage Ecoli inh	4.7	1.9	1.4	-0.4	3.8	1.3
Rtt109 HAT inh	4.6	1.0	-1.5	-2.0	3.3	-4.7
Wnt bcat act	-6.9	4.1	.	-3.5	.	-2.4
CAL PDZ FP	-0.1	-1.0	-0.5	-0.6	0.1	0.4
DAGLB inhibitor	-0.2	-0.2	-0.9	0.9	-3.9	-2.4

(25) COc1ccc(C)cc1NC(=O)Nc1ccncc1
(26) COc1ccc(CCN2CC(C(=O)OCC(=O)NC(C)c3cccc(Cl)c3)CC2=O)cc1OC (stereo not given)
(27) CC(CNC(=O)CCCn1ncn2c(cc3occc32)c1=O)c1ccccc1 (stereo not given)
(28) COc1ccc(/C=C2\SC(=Nc3ccccc3OC)NC2=O)cc1
(29) Nc1c(NCc2ccccc2)c(=O)c1=O
(30) COCCN(C(=S)Nc1c(C)cc(C)cc1C)C(C)c1cccs1 (stereo not given)

entry no.	25	26	27	28	29	30
AddAB inh	-0.1	1.0	3.3	5.0	-1.1	-1.3
Tat transport	7.9	-2.6	2.4	4.6	-6.4	4.3
PfHsp90 yeast 2	13.4	13.5	-9.7	-61.3	-1.2	-39.0
PvdQ inh	-13.3	-2.4	5.5	-5.9	-11.9	-6.9
Ecoli viability	-0.4	0.7	0.3	-0.6	-3.9	-1.1
phage Ecoli inh	0.9	-0.4	1.0	0.4	1.1	-2.6
Rtt109 HAT inh	0.6	1.2	0.5	7.1	-2.9	2.7
Wnt bcat act	-1.2	-2.1	2.4	2.5	0.7	-1.3
CAL PDZ FP	-1.5	0.6	-1.6	-7.0	-0.6	-0.3
DAGLB inhibitor	0.3	0.3	0.6	9.4	.	-5.6

(31) COc1ccc(Cl)cc1S(=O)(=O)NC(C)C(=O)NCCCn1ccnc1 (stereo not given)
(32) O=[N+]([O-])c1cccc(C(=S)N2CCN(c3ccc(F)cc3)CC2)c1
(33) CCOc1ccc(/C(O)=C/C(=O)C(=O)Nc2ccc(S(=O)(=O)NC(C)=O)cc2)cc1
(34) COc1ccc(/C=C(\C#N)C(=O)N2COCC2(C)C)cc1
(35) Cc1ccc(CSCC(=O)N(C)CC(=O)Nc2ccc(Br)cc2C)cc1
(36) CCN(CC)S(=O)(=O)c1ccc(-c2cn3cc(Cl)ccc3n2)cc1

entry no.	31	32	33	34	35	36
AddAB inh	2.1	3.5	2.1	0.4	0.0	4.6
Tat transport	2.5	-5.8	-1.7	-2.5	-3.6	-6.0
PfHsp90 yeast 2	.	-11.5	0.1	-9.9	0.2	3.8
PvdQ inh	-6.1	1.5	7.1	-7.2	-4.5	-14.5
Ecoli viability	-0.1	0.2	-0.7	-0.9	3.2	1.9
phage Ecoli inh	-1.0	4.0	0.9	0.4	1.0	2.5
Rtt109 HAT inh	13.1	-2.1	1.5	.	-5.3	0.5
Wnt bcat act	-2.3	-7.8	-1.6	-1.7	-0.7	7.9
CAL PDZ FP	-2.9	-0.4	-1.0	-2.6	-1.4	-1.2
DAGLB inhibitor	3.0	-2.6	6.2	-1.4	-0.9	-2.1

# Overlap with the part before: 4 compounds, followed by the next part.
(33) CCOc1ccc(/C(O)=C/C(=O)C(=O)Nc2ccc(S(=O)(=O)NC(C)=O)cc2)cc1
(34) COc1ccc(/C=C(\C#N)C(=O)N2COCC2(C)C)cc1
(35) Cc1ccc(CSCC(=O)N(C)CC(=O)Nc2ccc(Br)cc2C)cc1
(36) CCN(CC)S(=O)(=O)c1ccc(-c2cn3cc(Cl)ccc3n2)cc1
(37) COc1cc(/C=N/NC(=O)c2cc(-c3ccccc3)nc3ccccc23)ccc1O
(38) COc1cc(C2Nc3ccc4ccccc4c3C3=C2C(=O)CC(C)(C)C3)ccc1OC(C)C(=O)O (stereo not given)
(39) CCCCCCC1C(C#N)=C(N)OC2=C1C(=O)CC(C)(C)C2 (stereo not given)
(40) CC(C)(C)NC(=O)C1CCC(CNS(=O)(=O)c2cccc3nsnc23)CC1 (stereo not given)
(41) CC(=O)O[C@H]1C[C@@]2(C)[C@@H](C[C@@H](O)[C@H]3[C@@]4(C)CC[C@@H](O)[C@@H](C)[C@@H]4CC[C@@]32C)/C1=C(\CCC=C(C)C)C(=O)O
(42) CCN1C(=O)c2ccccc2S(=O)c2ccc(C(=O)NCc3ccccn3)cc21 (stereo not given)
(43) CCCC(=O)NC(c1cccs1)c1cc([N+](=O)[O-])c2cccnc2c1O (stereo not given)
(44) O=C(CSc1ccccc1)N[C@@H](Cc1ccccc1)C(=O)O
(45) CCS(=O)(=O)N1CCCC(C(=O)NCC2CCCO2)C1 (stereo not given)

entry no.	33	34	35	36	37	38	39	40	41	42	43	44	45
AddAB inh	2.1	0.4	0.0	4.6	-1.9	1.3	1.5	1.9	2.3&-1.1	1.2	4.8	0.3	2.3
Tat transport	-1.7	-2.5	-3.6	-6.0	-6.9	-4.9	-3.6	1.9	-3.0&0.7	-7.1	-6.7	-12.2	2.5
PfHsp90 yeast 2	0.1	-9.9	0.2	3.8	-22.7	-18.1	-5.1	12.9	1.3&14.7	9.0	67.1	-2.3	-11.8
PvdQ inh	7.1	-7.2	-4.5	-14.5	-2.7	-11.1	-10.5	-12.5	2.0&-3.8	-18.8	5.9	0.1	-8.6
Ecoli viability	-0.7	-0.9	3.2	1.9	-0.2	-3.0	0.1	-1.4	1.9&2.6	0.4	-1.2	2.4	-0.2
phage Ecoli inh	0.9	0.4	1.0	2.5	3.3	-0.8	0.4	0.9	2.9&2.1	1.4	3.0	-0.1	1.0
Rtt109 HAT inh	1.5	.	-5.3	0.5	-11.4	0.2	4.9	1.1	13.9&-4.9	-8.6	3.2	5.8	0.6
Wnt bcat act	-1.6	-1.7	-0.7	7.9	20.3	0.5	-0.8	-2.6	-0.9&-19.4	0.8	-5.1	-2.6	.
CAL PDZ FP	-1.0	-2.6	-1.4	-1.2	1.3	.	0.3	-1.7	-1.1&-0.1	-1.0	-0.2	-0.9	-0.5
DAGLB inhibitor	6.2	-1.4	-0.9	-2.1	-1.7	1.9	-1.2	1.5	-0.9&3.6	-2.7	34.6*	0.5	-1.6
